# FAK blocker: blocks human focal adhesion kinase activity; Q05397; biochemical FAK kinase activity assay; inhibition, %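 (tested at 7 µM)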; hit rate 0.84% among 97,000; AID 727; in the data active means inhibition above about 19%;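 further: 0% = DMSO and 100% = reference compound high control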
# F-actin modifier: cytoskeleton assembly modification. HUVEC TNFa F-actin phalloidin imaging, high content. inhibition, % at 2 µM. hit rate 0.18% among 91,000. AID 836;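 active means inhibition above the batch mean plus 3 SD and confirmed as a hit by visual image inspection, cut at about 30% in these data, passing the limit was not always enough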; further: strong numbers were not always called active
# VCAM1 TNFa inh: reduces TNF alpha induced VCAM1 expression in HUVEC; HUVEC TNFa-induced VCAM-1 immunofluorescence, high-content imaging; inhibition, % at 2 µM; hit rate 0.48% among 95,000; AID 802;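 active means inhibition above the batch mean plus 3 SD, with images confirmed as a hit by eye, cut at about 37% in these data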;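 further: 0% = TNF-stimulated DMSO wells and 100% = unstimulated control wells; not every result past the cut was called active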
# ERa coact inh: ER-alpha (human) coactivator binding inhibition; P03372; TR-FRET ER-alpha LBD / SRC-1 peptide, estradiol-bound; inhibition, % at 25.6 µM; hit rate 1.7% among 86,000; AID 629; in the data active means inhibition above about 50%;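 further: 0% = receptor plus peptide control and 100% = peptide only without receptor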
# HUVEC tox IL1B: toxic to HUVEC cells under IL-1B stimulation; HUVEC cell count loss, Hoechst imaging, IL-1B stimulated; cell count reduction, % at 2 µM; hit rate 0.41% among 94,000; AID 845;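 active means cell count reduction more than 3 SD above the screen-wide mean, cut at about 70% in these data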;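 further: normalized per plate to untreated control cells as the no-loss baseline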
# HUVEC tox TNFa: HUVEC cytotoxicity counter-screen, TNF alpha stimulated | AID 848 | HUVEC TNFalpha-stimulated, Hoechst cell count, imaging | cell count reduction, % at 2 µM | hit rate 0.17% among 93,000;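 active means cell count reduction exceeding the screen mean by over 5 SD, scaled to untreated wells per plate, cut at about 78% in these data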;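 further: cells counted after 24 h of TNF alpha exposure following the 1 h pretreatment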
# PTPN22 act: LYP (human) phosphatase activation. Q9Y2R2. recombinant LYP, DiFMUP fluorescence; 0 = plate median, 100 = signal doubled. hit rate 0.11% among 96,000. activation, % at 2 µM;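 active means activation at 2 µM above a set limit, the mean plus 5 SD, cut at about 37% in these data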
# PTPN22 inh 2: LYP (human) phosphatase inhibition; inhibition, % at 2 µM; hit rate 0.21% among 96,000; Q9Y2R2; recombinant LYP catalytic domain, DiFMUP fluorescence; AID 640;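 active means inhibition at 2 µM at or above a set limit, the screen mean plus 3 SD, cut at about 24% in these data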;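 further: 0% = DMSO with enzyme and 100% = enzyme fully blocked by orthovanadate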
# Pyk2 oligo antag: blocks oligomerization of human Pyk2 in cells; Q293 cells, Pyk2 FERM NanoBiT luminescence; active compounds read low; Q14289; hit rate 0.83% among 99,000; z-score (the deposit names both 25 µM and 10 µM);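 active means Z-score of -3 or lower, scaled per plate to the spread of control and sample wells; inactive means z-score above -3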;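 further: negative z-score means lost luminescence so less FERM oligomerization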
# Target sequence (Q14289 whole entry, looked up): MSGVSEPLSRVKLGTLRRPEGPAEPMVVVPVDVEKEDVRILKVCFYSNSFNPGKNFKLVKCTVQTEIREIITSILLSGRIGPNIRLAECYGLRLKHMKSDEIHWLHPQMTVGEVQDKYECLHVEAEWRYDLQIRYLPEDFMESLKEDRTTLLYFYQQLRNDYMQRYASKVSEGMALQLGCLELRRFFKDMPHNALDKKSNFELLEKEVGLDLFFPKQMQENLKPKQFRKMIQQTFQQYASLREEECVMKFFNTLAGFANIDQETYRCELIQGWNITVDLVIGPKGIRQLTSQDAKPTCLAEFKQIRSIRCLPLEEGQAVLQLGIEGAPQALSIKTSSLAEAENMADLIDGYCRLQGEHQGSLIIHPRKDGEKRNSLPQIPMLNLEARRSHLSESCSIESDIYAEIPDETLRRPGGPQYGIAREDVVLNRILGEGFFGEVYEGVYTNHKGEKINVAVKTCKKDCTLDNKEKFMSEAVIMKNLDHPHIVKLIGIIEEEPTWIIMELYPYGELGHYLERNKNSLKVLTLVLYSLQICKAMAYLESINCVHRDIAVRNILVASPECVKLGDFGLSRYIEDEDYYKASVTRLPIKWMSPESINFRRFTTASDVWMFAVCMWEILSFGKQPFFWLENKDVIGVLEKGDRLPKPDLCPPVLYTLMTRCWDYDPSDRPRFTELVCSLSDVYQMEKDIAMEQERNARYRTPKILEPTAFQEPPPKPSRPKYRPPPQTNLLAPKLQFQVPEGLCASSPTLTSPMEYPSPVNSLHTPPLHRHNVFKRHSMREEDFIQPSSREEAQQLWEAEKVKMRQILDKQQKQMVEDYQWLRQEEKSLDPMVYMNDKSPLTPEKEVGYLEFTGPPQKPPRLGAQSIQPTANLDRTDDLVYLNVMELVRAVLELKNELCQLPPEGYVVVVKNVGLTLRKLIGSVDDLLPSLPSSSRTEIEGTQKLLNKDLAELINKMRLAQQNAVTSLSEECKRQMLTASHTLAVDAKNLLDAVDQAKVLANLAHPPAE
# The depositor's hits bear a star; / = no result given; [ ] = remark or other dose. Not a hit list. Share with any hit: about 3.8%.
# Below each compound – FAK blocker, F-actin modifier, VCAM1 TNFa inh, ERa coact inh, HUVEC tox IL1B, HUVEC tox TNFa, PTPN22 act, PTPN22 inh 2, Pyk2 oligo antag
CCSc1nnc(NC(=O)CSc2nc(CC)nc3c2c(=O)n(C)c(=O)n3C)s1
  0, -14, -2, -2[fluorescence artefact?], -27, -6, 4, -4, /
COC(=O)c1sccc1-c1ccc(/C=N/OC(=O)c2ccccc2)o1
  -9, /, 21, /, -7, -6, -5, 6, -0.94
CCC(Sc1nc(=O)cc(N)n1CCc1ccccc1)C(=O)Nc1cc(C)on1 (configuration not stated)
  -1, -10, 8, /, 10, -11, 2, -5, /
COc1cc(OC)c(C2CC(=O)N3CN(C)CSC3=C2C#N)cc1OC (configuration not stated)
  2, -6, 0, -8, 7, -28, 9, -12, /
C=CCN(C(=O)Cn1nnc2ccccc21)C(C(=O)NCCOC)c1ccc(OC)cc1OC (configuration not stated)
  2, -8, 8, 2, -9, -33, -1, 2, 0.77
C=CCOc1c2ccc(C(=O)NCc3ccc(C)cc3)cc2nn1C
  1, -1, 7, /, -45, 0, 1, 1, /
CCOC(=O)c1ccc(-c2ccc(CO)o2)cc1
  5, 18, 6, /, -32, -1, -6, 8, -0.42
CCc1ccccc1NC(=S)NC1CC2CCC(C1)N2Cc1ccco1 (configuration not stated)
  9, -3, -42, /, 10, /, 0, 4, 0.38
COc1ccc(/C=C2\NC(=S)N(CC3CCCO3)C2=O)c(OC)c1C (configuration not stated)
  -1, 5, 5, /, -5, -31, -6, 5, -1.1
COC(=O)c1cc(Br)c(=O)n(-c2ccc(OC)cc2)c1
  0, /, /, -6, -2, /, 5, -1, -0.06
COc1ccc(NC(=O)CCC(=O)Nc2nnc(C(F)(F)F)s2)c(OC)c1
  -2, -8, 16, -6, -3, 6, 9, -8, 0.47
COc1ccc(S(=O)(=O)NCCN2CCOCC2)c2ccccc12
  3, -33, 2, 5, 10, -11, 1, -4, 0.59
Cc1ccc(-c2cc3nn(-c4ccccc4)c(N)c3c(=O)o2)cc1
  3, 7, -4, /, -56, -9, -6, 10, -2.3
CCOc1ccc(CN2CCN(S(=O)(=O)c3ccc(NC(C)=O)cc3)CC2)cc1OC
  -2, -20, 5, -9, -1, -21, 2, -5, 1.6
Cc1c(NC(=O)CSc2nc3ccc(Cl)cc3[nH]2)c(=O)n(-c2ccccc2)n1C
  -1, -12, 0, -1, -3, 3, 3, -2, 0.43
COc1cc(Nc2ccc(C)cc2)c([N+](=O)[O-])nc1[N+](=O)[O-]
  0, -14, 18, 23, -30, -10, -3, 2, -0.67
COCC(=O)Nc1ccc(C)c(Cl)c1
  2, -7, -10, -19, -11, -5, -13, 13, -0.25
O=C(O)CCNC(=O)c1cncc(Br)c1
  0, -5, -14, -2[fluorescence artefact?], 0, -6, 20, -18, -0.08
COc1ccccc1NC(=O)c1nnn(CC(=O)Nc2ccccc2)c1N
  -1, 5, 32, 11, 1, -12, 5, -2, 0.06
Cc1ccccc1-n1nnnc1SCC(N)=O
  7, -2, 9, 0, -10, 10, -8, 6, 0.49
Cc1cccc(-n2c(C)nc3c(cnn3-c3ccc(F)cc3)c2=O)c1
  -1, 10, -39, 8, 5, -53, 8, -10, 0.36
COc1ccc(C2=NOC(C(=O)Nc3cc(Br)ccc3O)C2)cc1OC (configuration not stated)
  -6, 17, -20, 16, -28, /, 2, -4, 1
Cc1ccc(/C=C2/SC(=S)N(CCC(=O)N3CCN(c4ccccc4)CC3)C2=O)cc1
  5, 10, 13, /, -4, -18, 1, 5, /
CCOC(=O)N1CCN(c2c(NCc3cccs3)c(=O)c2=O)CC1
  0, 7, 15, -4, 6, -5, -6, 3, /
CN(C)CCNC(=O)NC1CCCCC1
  -1, 7, -8, -2, -30, -50, -4, 3, -0.17
COc1ccc(CN2CCNC(=O)C2CC(=O)O)c(OC)c1 (configuration not stated)
  2, -1, 17, -5, 4, -39, -7, 4, /
COc1ccc(-n2c(=O)c3ccccc3n(CC(=O)NC3CCCCC3)c2=O)c(OC)c1
  -2, 5, 17, 1[fluorescence artefact?], -38, 4, 0, -2, 2.3
CCC(CC)NC(=O)C1CCN(S(=O)(=O)c2cccs2)CC1
  1, 12, 8, /, -12, -26, 2, 1, 1
CC(C)(C)C(=O)NC1CCN(S(=O)(=O)c2ccccc2F)CC1
  -4, -30, 13, -6, -22, -10, 2, -5, 0.14
COc1cc(N2CCOCC2)ncn1
  -3, 10, -5, -9, -17, -15, 1, -1, 0.73
CCC(Sc1ncccc1C(=O)O)C(=O)N1CCCC1 (configuration not stated)
  1, 0, 2, -7, -2, 8, 1, 1, -0.3
O=C(NC1CCCCC1)c1ccc(CNc2c(N3CCOCC3)c(=O)c2=O)cc1
  -3, 7, 24, 7, -7, -11, 10, -13, /
Cc1csc(NC(=O)c2ccccc2O)n1
  0, -7, 8, -5, -42, 13, -3, 1, -0.57
O=C(CSc1nc(Nc2ccccc2)nc(N2CCOCC2)n1)N1CCCC1
  0, 2, 2, -7, -24, -6, 1, -1, -0.53
O=C(Nc1ccc(Cl)cc1)c1csc(-c2ccccc2)n1
  7, -5, 5, /, 26, 4, -7, 10, -0.17
CCCn1c(SCC(=O)N2c3ccccc3CC2C)nnc1-c1ccco1 (configuration not stated)
  -1, -4, 4, 1, -16, -12, 8, -8, -0.51
Cc1ccc(-c2nn(C)c(=O)c3ccccc23)cc1CNC(=O)/C=C/c1ccccc1
  4, 18, -23, -14, 5, 5, -16, 16, -1.4
CCOc1ccc(N2CC(C(=O)NCc3cccc(C)c3)CC2=O)cc1 (configuration not stated)
  -5, 16, 0, -2, -22, -19, -4, 2, 0.5
Cc1cc2c(OCC(O)CNC(C)(C)C)cccc2[nH]1 (configuration not stated)
  1, 0, 0, 3, -12, /, -6, 8, -0.01
CSc1ccccc1NC(=O)CN(c1cc(C)cc(C)c1)S(C)(=O)=O
  -5, -15, -2, -8, 10, 8, 6, -3, -1.8
CCOC(=O)c1cnc(-c2cccc(OC)c2)[nH]c1=O
  0, 2, -7, 2, -21, -26, 3, -7, 0.74
C=CCn1cc(C(=O)OC)c(=O)c2cc(S(=O)(=O)N(CC)CC)ccc21
  3, /, -4, 3, 5, -13, -1, 2, -0.15
CCOc1ccc(N(CC(=O)NC2CCCC2)C(=O)CCCC(=O)Nc2ccccn2)cc1
  0, -11, 23, -1, 8, -4, 2, -3, 3.1
CCn1c(-c2cccc(Cl)c2)n[nH]c1=S
  2, 17, 3, -6, 0, -15, -2, 1, 1.3
CC(C)(C)c1ccc(C(=O)CS(=O)(=O)c2ccccc2)cc1
  1, -7, -15, /, -7, 17, -3, 5, -0.3
Cn1ccnc1SCc1ccc([N+](=O)[O-])cc1
  6, -2, -16, /, -39, -2, 2, 2, -0.06
CC(C)OC(=O)CCC(=O)Nc1nc2ccccc2s1
  -1, 29, -22, -19, -6, -41, -4, 3, 0.04
COc1ccc(C2SCC(=O)N2c2c(C)n(C)n(-c3ccccc3)c2=O)cc1 (configuration not stated)
  2, 11, 14, -4, /, 21, -9, 5, 0.12
COc1ccccc1CC(=O)NCCc1ccc(S(N)(=O)=O)cc1
  1, 4, -9, -25, 13, -7, -4, 5, 1.1
CCOC(=O)C1CCN(C(=O)Cn2cccc2C(=O)c2ccccc2)CC1
  -2, 1, 16, 7[fluorescence artefact?], -19, -5, 8, -4, 0.53
CCOC(=O)C1CCN(C(=O)Cc2ccc(C)cc2)CC1
  1, -9, 6, -7, -21, -6, 3, -5, 0.86
CC1(C)Cc2c(sc(/N=C/N3CCCCC3)c2C#N)C(C)(C)N1
  0, /, 0, -2, -7, -16, 2, -7, 0.1
CCOc1ccc(NC(=O)NC2CCOC(C)(C)C2)cc1 (configuration not stated)
  6, 1, -16, 2, -4, 12, 4, -5, 0.2
CCCNS(=O)(=O)c1ccc(C(=O)NCC2CCCO2)cc1 (configuration not stated)
  2, /, /, -5, -13, /, -3, 7, 0.85
Cc1ccc(N2CCN(CC(=O)Nc3c(C(=O)C4CC4)oc4ccccc34)CC2)cc1
  5, -10, 14, /, 18, 4, -4, 1, /
CCCN1CCN(C(c2cc3cc4c(cc3[nH]c2=O)OCO4)c2nnnn2C(C)(C)C)CC1 (configuration not stated)
  0, -8, 1, 0, 19, -1, 0, -1, 1.2
Cc1cc(=O)n2c3c(sc2n1)C(=O)N(Cc1ccccc1)C3=O
  -1, /, /, 5[fluorescence artefact?], /, /, -2, 2, /
O=C(Nc1cc(C(F)(F)F)ccc1N1CCOCC1)c1cn2ccccc2n1
  0, 8, -15, -12, 9, -18, -14, 16, -2.9
COc1ccc(NC(=O)Cn2c(=O)n(CC(=O)NCc3ccco3)c(=O)c3ccccc32)cc1
  -4, 0, 6, /, -14, -10, 7, -2, -1
Cc1cc(C)n(/N=C\c2c(O)ccc3ccccc23)c(=O)c1C(N)=O
  0, /, 22, 0, -14, -65, 2, 0, 0.45

# The list continues.
# Below each compound – FAK blocker, F-actin modifier, VCAM1 TNFa inh, ERa coact inh, HUVEC tox IL1B, HUVEC tox TNFa, PTPN22 act, PTPN22 inh 2, Pyk2 oligo antag
COc1cc(NC(=O)C2CCCN(S(=O)(=O)c3ccc4c(c3)oc(=O)n4C)C2)cc(OC)c1 (configuration not stated)
  2, -5, 5, -10, -13, -4, 1, -2, /
Cc1cc(S(=O)(=O)N2CCN(c3ccccc3O)CC2)c(C)s1
  1, 6, 15, 5[fluorescence artefact?], -2, -13, -7, 3, /
C=C(C)c1cccc(C(C)(C)NC(=O)NCc2ccc(OC)c(OC)c2)c1
  0, 15, 8, /, -4, -18, -4, 8, 1.2
O=C(CSc1nc(N2CCCCC2)nc(N2CCCCC2)n1)NC1CCCCC1
  5, 3, 20, 0, -2, -12, -24, 20, /
CC(C)c1nnc(SCC(=O)N2CCOCC2)n1C
  -2, 1, 6, -6, -17, -10, 4, -6, 1
CCNC(=O)CN(Cc1ccccc1)S(=O)(=O)c1ccccc1
  1, -14, 5, -3[fluorescence artefact?], 10, -3, 8, -11, 0.97
CCCNC(=O)NS(=O)(=O)c1cnccc1Sc1ccc(Cl)c(Cl)c1
  -5, -10, 10, /, 0, -7, -2, 5, 2.3
Cc1onc(-c2ccccc2Cl)c1C(=O)Nc1ccc(-n2nncc2-c2ccco2)cc1
  3, /, -20, 12, -55, -25, -5, 4, -0.48
O=C(Nc1nccs1)c1csc2c1CCCC2
  4, -1, 9, -4, -32, 8, -6, 5, -1.9
CCN(CC)CCN(Cc1cc2cc(C)ccc2[nH]c1=O)C(=O)Nc1ccccc1OC
  -2, 12, -2, -4, -26, -2, 9, -13, 0.49
CC(c1ccco1)N(C(=O)C12CC3CC(CC(C)(C3)C1)C2)c1ccccn1 (configuration not stated)
  1, 9, -4, -6, -115, -11, -15, 15, -0.62
CCn1ncc(/C=C/C(=O)Nc2c(C)nn(Cc3ccc(Cl)cc3Cl)c2C)c1C
  0, 18, -4, /, -28, -14, -3, 7, -0.69
CC(C)Oc1ccc2nnnn2n1
  -3, 41, -19, 2, -14, -30, -2, -1, 1.5
CCC(C)NC(=O)C1c2cc(OC)c(OC)cc2C(=O)N(C)C1c1ccc(OC)cc1 (configuration not stated)
  3, 1, 0, /, 12, 0, -7, 9, 0.09
COc1ccc(-c2cc(=Nc3ccc(C)cc3)c3ccccc3o2)cc1
  0, 13, -34, /, -20, -4, 0, 2, -0.74
O=S1(=O)CCC(SCc2nc3sccn3c2Br)C1 (configuration not stated)
  -7, 27, 7, 1, 1, -26, -3, 0, 0.08
COC(=O)C1(S(=O)(=O)C2(C(=O)OC)CCCC2)CCCC1
  -5, -9, 8, -2, -25, -36, -3, 0, 0.51
O=C(CN1CCN(C2CCCCC2)CC1)c1ccc2cc[nH]c2c1
  8, -9, 22, -5, 41, 8, 0, -1, /
COc1cc(C2C(C(C)=O)=C(O)C(=O)N2CCc2c[nH]c3ccccc23)ccc1O (configuration not stated)
  -2, -18, 10, -9[fluorescence artefact?], -22, 0, 2, -5, -0.41
COc1ccc(CCNC(=O)CN(C)S(=O)(=O)c2ccc3c(c2)CCC(=O)N3)cc1OC
  1, -3, 4, 1, 2, -5, 0, -1, /
